# ANO1 activ: mouse TMEM16A channel activation, primary screen; B-score at 10 µM; Q8BHY3; HEK293 TMEM16A/YFP-H148Q/I152L, iodide quench fluorescence; hits give low values; hit rate 0.3% among 340,000; AID 623877;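 active means fluorescence-ratio B-score plate-corrected deviation score at least 3 library SD below zero, with starting fluorescence score within 5 deviations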;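 further: channel opened by trigger with iodide after compound preincubation; score built on the fluorescence ratio of max minus min over baseline; more negative score means more quench and so TMEM16A activation or potentiation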
# Target sequence (Q8BHY3 whole entry, looked up): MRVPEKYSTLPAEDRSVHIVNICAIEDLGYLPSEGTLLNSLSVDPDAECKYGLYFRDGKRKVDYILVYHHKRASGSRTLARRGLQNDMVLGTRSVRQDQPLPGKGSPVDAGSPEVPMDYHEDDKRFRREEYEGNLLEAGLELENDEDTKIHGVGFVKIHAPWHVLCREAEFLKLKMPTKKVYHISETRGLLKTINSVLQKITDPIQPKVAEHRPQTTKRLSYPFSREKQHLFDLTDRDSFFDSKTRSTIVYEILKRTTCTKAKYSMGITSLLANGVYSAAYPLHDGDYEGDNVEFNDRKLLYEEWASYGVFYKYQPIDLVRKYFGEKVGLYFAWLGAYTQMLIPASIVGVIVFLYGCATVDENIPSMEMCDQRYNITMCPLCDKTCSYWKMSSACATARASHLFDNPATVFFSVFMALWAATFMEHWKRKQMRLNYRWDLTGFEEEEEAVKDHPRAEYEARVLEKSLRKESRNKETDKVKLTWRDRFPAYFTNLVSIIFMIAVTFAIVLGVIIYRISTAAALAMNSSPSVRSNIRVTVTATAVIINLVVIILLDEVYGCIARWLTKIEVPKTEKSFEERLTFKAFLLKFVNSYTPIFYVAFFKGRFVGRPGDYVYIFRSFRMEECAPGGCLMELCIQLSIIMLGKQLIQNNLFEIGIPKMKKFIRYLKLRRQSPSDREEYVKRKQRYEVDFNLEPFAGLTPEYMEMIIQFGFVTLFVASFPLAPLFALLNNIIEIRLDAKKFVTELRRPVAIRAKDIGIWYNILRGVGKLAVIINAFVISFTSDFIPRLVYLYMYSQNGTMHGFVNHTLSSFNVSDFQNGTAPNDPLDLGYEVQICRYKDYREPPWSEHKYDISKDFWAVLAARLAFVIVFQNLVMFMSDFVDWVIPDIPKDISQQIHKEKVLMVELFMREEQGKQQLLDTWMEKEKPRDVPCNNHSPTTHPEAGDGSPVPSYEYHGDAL
# Numbers without * were called inactive; i = inactive. Not all compounds are listed, so the mix of outcomes need not match the whole.
Structure,ANO1 activ
Cc1cc(CC(=O)O)n(C)c1C(=O)c1ccc(Cl)cc1,i
O=C(CCNS(=O)(=O)c1ccc(Cl)cc1)N1CCN(c2ncccn2)CC1,i
C=CC[C@@H](CC(=O)N(CCO)Cc1ccccc1)C(=O)N[C@H](COC(=O)[C@@H](CC=C)CC(=O)OC(C)(C)C)c1ccccc1,i
COc1ccc(CCNC(=O)COC(=O)c2cc(Cl)nc(Cl)c2)cc1,i
O=C(NCCC(=O)N1CCN(c2cccc(Cl)c2)CC1)c1ccc(Br)cc1,i
Cc1ccc(S(=O)(=O)N2CCOCC2)cc1C(=O)Nc1ccncc1,i
CC(C)CCOc1ccc(/C=C2\CCn3c2nc2cc(C(=O)O)ccc2c3=O)cc1,i
COCCN(C(=O)c1cc(Cl)ccn1)c1c(N)n(Cc2ccccc2)c(=O)[nH]c1=O,i
O=C(COC(=O)Cc1ccsc1)Nc1ccccc1Cl,i
CCc1noc(C)c1C(=O)OCC(=O)NCc1ccccc1,i
COc1ccc(C(=O)c2ccc([N+](=O)[O-])cc2)c(OC)c1OC,i
CCC(=O)c1ccc(OCC(=O)OCC(=O)N2CCc3ccccc3C2)cc1,i
CN(CCOc1ccc(Cl)cc1)C(=O)c1cccc(S(=O)(=O)N2CCN(Cc3ccccc3)CC2)c1,i
Cc1noc(C)c1-c1ccc2ncnc(NC(C)c3ccco3)c2c1 (centres undefined),i
COc1cccc(CNC(=O)COC(=O)c2nc(Cl)c(Cl)c(Cl)c2Cl)c1,i
O=C(O)C1OC1(c1ccccc1Cl)c1ccccc1Cl (centres undefined),i
CC(=O)c1c(C)[nH]c(C(=O)OCC(=O)c2c(N)n(CC(C)C)c(=O)n(C)c2=O)c1C,i
O=C(NCC(c1ccccc1)N1CCCC1)C1CCN(C(=O)Nc2ccccc2)CC1 (centres undefined),i
Cc1ccccc1Nc1ncnc2[nH]ncc12,i
CN(C)C(=S)N=c1ssc(=S)n1Cc1ccco1,i
CCOc1ccc(/C=N/NC(=O)c2ccccc2O)cc1CN1CC2CC(C1)c1cccc(=O)n1C2 (centres undefined),i
COc1ccccc1CC(=O)Nc1ccc(S(=O)(=O)N2CC(C)CC(C)C2)cc1 (centres undefined),i
Cc1ccc(S(=O)(=O)NCc2ccccc2)cc1C(=O)NC(C)c1ccc(S(N)(=O)=O)cc1 (centres undefined),i
COc1ccc(/C=C/C(=O)NNC(=O)C(C)Oc2ccccc2F)cc1OC (centres undefined),i
Fc1ccc2cnc(-c3ccccc3)c(-c3cc(C(F)(F)F)cc(C(F)(F)F)c3)c2c1,i
COc1cc(OC)cc(-c2cc3ncccc3cn2)c1,i
O=Cc1cc(OCc2ccccc2)ccc1[B-](F)(F)F,i
COc1ccccc1NC(=O)c1ccc(NC(=O)CSc2nc(N)cc(=O)[nH]2)cc1,i
COc1ccc(CN(C)C(=O)Cc2ccc(S(=O)(=O)N3CCOCC3)s2)cc1OC,i
O=C(COC(=O)C1=NN(c2ccccc2)C(=O)CC1)Nc1ccc([N+](=O)[O-])cc1C(F)(F)F,i
O=C(COC(=O)c1c[nH]c2ccccc12)Nc1ccccc1,i
COc1ccc(OCCCC(=O)OCC(=O)Nc2nnc(-c3ccccc3)o2)cc1,i
Cc1ccc(S(=O)(=O)N2CCCCC2)cc1NC(=O)c1c(-c2ccccc2)noc1C,i
CCCc1cc(=O)[nH]c(SCC(=O)Nc2cc(S(=O)(=O)N3CCCCC3)ccc2C)n1,i
CC1C(c2ccc3c(c2)OCO3)c2cc3c(cc2OC1N1CCOCC1)OCO3 (centres undefined),i
O=C(CNC(=O)c1ccc(Cl)cc1Cl)OCCOc1ccccc1F,i
COc1ccc(C(=O)COC(=O)C2COc3ccccc3O2)cc1F (centres undefined),i
CCc1ccccc1NC(=O)CN1CCN(C(=O)CN2C(=O)NC3(CCCC3)C2=O)CC1,i
COc1ccc(CCNC(=O)c2cc(S(=O)(=O)N3CCOCC3)ccc2F)cc1,i
CC(C)(C)OC(=O)N1CCC[C@H]1C(=O)OCC(=O)Nc1cc(S(C)(=O)=O)ccc1Cl,i
O=C(Cn1nc(C(=O)O)c2ccccc2c1=O)Nc1cc(S(=O)(=O)N2CCOCC2)ccc1Cl,i
Cc1ccnc(NC(=O)c2cccc(S(=O)(=O)Nc3ccc(C)cc3C)c2)c1,i
CC1CCN(CC(=O)Nc2ccc3c(c2)OCO3)CC1,i
COc1ccccc1-c1sc2ccccc2c1-c1ccc(OCCN2CCOCC2)cc1,i
CCOc1ccc(S(=O)(=O)N2CCOCC2)cc1NC(=O)CN1C(=O)NC(C)(c2ccc(C)cc2)C1=O (centres undefined),i
O=C(COC(=O)c1ccc(O)cc1)Nc1cc(C(F)(F)F)ccc1N1CCOCC1,i
Cc1cc(Cl)ccc1C1=CC(=O)C[C@H](c2ccc(F)cc2)C1,i
O=C(O)c1ccc([N+](=O)[O-])cc1,i
N#Cc1ccsc1NC(=O)CSc1nncs1,i
O=C(c1ccc(NS(=O)(=O)c2ccc(Cl)c(Cl)c2)cc1)N1CCOCC1,i
COc1cc(OC)cc(C(=O)NCC(=O)OCC(=O)NC(C)CCc2ccccc2)c1 (centres undefined),i
O=C(NC(CC1CCCCC1)C(=O)O)c1ccccc1 (centres undefined),i
O=C(COC(=O)c1ccc(F)cc1Cl)NC(=O)NC1CCCC1,i
COc1ccc(C(C)(C)C)cc1NC(=O)CCCN1C(=O)NC(C)(C)C1=O,i
O=C1C=C(c2cccc(Cl)c2O)C[C@@H](c2ccc3c(c2)OCO3)C1,i
Cc1ccc(OCC(=O)N(C)C2CCCCC2)c([N+](=O)[O-])n1,i
Cc1nn(CC(=O)Nc2ccc3c(c2)CCC3)c(C)c1[N+](=O)[O-],i
O=C(COC(=O)c1ccccc1OCc1ccccc1Cl)NCC1CCCO1 (centres undefined),i
CC1CN(S(=O)(=O)c2ccc(C(=O)OCc3ccc(C#N)cc3)cc2)CC(C)O1 (centres undefined),i
OC[C@H]1O[C@@H](n2cnc3c(NCc4ccco4)ncnc32)[C@H](O)[C@@H]1O,i

# Next section:
Structure,ANO1 activ
Cc1ncc2c(n1)NC(=O)NC2,i
Cc1[nH]c(SCC(=O)c2c(N)n(C)c(=O)n(C)c2=O)nc1Cc1ccccc1,i
O=C(CSc1nnnn1-c1ccccc1)NCC1(N2CCOCC2)CCCCC1,i
Nc1ccc2c(S(=O)(=O)O)cccc2c1S(=O)(=O)O,i
COCCN(C(=O)c1ccc(NC2CC2)c([N+](=O)[O-])c1)c1c(N)n(CC(C)C)c(=O)[nH]c1=O,i
COc1cc(C2C3=C(COC3=O)Oc3cc4c(cc32)OCO4)ccc1OC(C)=O (centres undefined),i
COc1ccc(Br)c(C(=O)Nc2cccc(S(=O)(=O)N3CCOCC3)c2)c1,i
Cc1ccnc(NC(=O)c2ccc3c(c2)NC(=O)C(C)S3)c1 (centres undefined),i
O=S(=O)(c1ccc2c(c1)OCCO2)N1C[C@@H]2C[C@H]1CN2S(=O)(=O)c1c(F)cccc1F,i
COC(=O)C1=C(C)N(Cc2ccccc2)C(=NCc2ccccc2)N[C@H]1c1ccccc1,i
COc1ccc(C(NC(=O)CN2C(=O)NC3(CCc4ccccc43)C2=O)c2ccc(OC)cc2)cc1 (centres undefined),i
Cc1ccc(S(=O)(=O)N(C)C)cc1NC(=O)c1cc(S(=O)(=O)N2CCCCC2)ccc1N1CCOCC1,i
CC(OC(=O)CN1C(=O)NC2(CCCC2)C1=O)c1ccc(F)cc1 (centres undefined),i
O=C(Nc1cccc(S(=O)(=O)NC2=NCCC2)c1)c1ccccc1F,i
COCCCNC(=O)Cn1cnc2c(OCc3ccccc3)ncnc21,i
Cc1nc(N)nc(N)c1Oc1ccc(Cl)cc1,i
O=C(c1cc2ccccc2o1)N1CCN(S(=O)(=O)c2ccc(Cl)s2)CC1,i
Cc1c(Cl)cccc1NC(=O)COC(=O)c1ccc(CN2CCCC2=O)cc1,i
COc1ccc(CC(=O)Nc2ccc(F)c(S(=O)(=O)N3CCOCC3)c2)cc1,i
O=C(CC1SC(N2CCOCC2)=NC1=O)Nc1cccc(C(F)(F)F)c1 (centres undefined),i
O=C(c1ccc(N2CCCC2=O)cc1)N1CCN(c2cccc(C(F)(F)F)c2)CC1,i
O=C(/C=C/c1cccc([N+](=O)[O-])c1)OCC(=O)N1CCN(C(=O)c2ccco2)CC1,i
O=C(/C=C/c1ccccc1Cl)OCC(=O)N1CCCC1,i
CSc1ncccc1C(=O)Nc1cccc(S(=O)(=O)N2CCCCC2)c1,i

# Later entries:
smiles	ANO1 activ
COc1ccc([C@H]2CC(=O)C=C(c3ccc4c5c(cccc35)CC4)C2)cc1	i
CC1(C)CC2CC(C)(CN2C(=O)COC(=O)c2cccc([N+](=O)[O-])c2)C1 (centres undefined)	i
O=C(Nc1cccc([N+](=O)[O-])c1)NN1CCCCCC1	i
CCOc1ncccc1C(=O)OCc1csc(CC(=O)Nc2ccccc2C)n1	i
COc1ccc(C2(c3ccc(OC)cc3)NC(=O)N(CC(=O)Nc3cc(C)on3)C2=O)cc1	i
CC(=O)[C@H]1CCC2C3CC=C4C[C@@H](O)CC[C@]4(C)C3CC[C@@]21C (some centres undefined)	i
O=C(CSc1nc(-c2ccc(F)cc2)nc2c1Cc1ccccc1O2)Nc1ccc(C(=O)O)cc1	i
Cn1c(SCc2c(F)cccc2Cl)nc2ccccc2c1=O	i
O=C(CNC(=O)c1cccc(-n2cnnn2)c1)Nc1ccc(F)c(F)c1	i
CCCCC1(Br)C(=O)N(c2ccccc2)N(c2ccccc2)C1=O	i
Cc1c(C2(O)CCCCC2)[nH]c2ccc(C#N)cc12	i
Cn1c(SCC(=O)NC2CCCc3ccccc32)nnc1C1CC1 (centres undefined)	i
Cc1nnc(SCC(=O)N2CCN(C(=O)c3ccco3)CC2)n1C	i
Cc1sc2nc(CSCC(=O)N3CC(C)OC(C)C3)[nH]c(=O)c2c1C (centres undefined)	i
Cc1ccc(NC(=O)CN2CCN(S(=O)(=O)c3ccc(F)cc3)CC2)cc1C	i
CCCn1c(N)c(C(=O)CSc2nnc(-c3c[nH]c4ccccc34)n2C2CC2)c(=O)[nH]c1=O	i
CCOc1ccc(C(=O)OCC(=O)Nc2cc(S(=O)(=O)N3CCOCC3)ccc2N2CCOCC2)cc1	i
CCOc1ccc(NC(=O)C(C)Oc2ccc(C#N)cc2)cc1S(=O)(=O)N1CCCC1 (centres undefined)	i
NC(=O)C1(Nc2ccccc2Cl)CCCC1	i
COc1ccc([C@H]2CC(=O)C=C(c3c(OC)cccc3OC)C2)cc1	i
C[C@@H]1CN([C@H](C)CO)C(=O)c2cc(NC(=O)Nc3ccc(C(F)(F)F)cc3)ccc2O[C@H]1CN(C)S(=O)(=O)c1ccccc1	i
Cc1cccc(C(=O)O)c1[N+](=O)[O-]	i
O=C1C=C(/C=C/C2C=CC=CC2)C[C@@H](c2ccc(Cl)cc2)C1 (some centres undefined)	-9.8*
CN(c1ccccc1)S(=O)(=O)c1ccc(C(=O)NCc2ccc(F)cc2)cc1	i
CC(=O)Nc1ccc(NC(=O)c2ccccc2-n2cnnn2)cc1	i
O=c1ccncn1C1OC(CO)C(O)C1O (centres undefined)	i
c1ccc(Oc2ccccn2)cc1	i
O=C(COC(=O)COc1ccc(Cl)cc1)NCc1ccc2c(c1)OCO2	i
CN(c1ccc(F)cc1)S(=O)(=O)c1ccc(Cl)c(C(=O)NCC2(N3CCOCC3)CCCCC2)c1	i
COc1ccc(NC(=O)/C(N=Nc2ccc(Cl)c(S(=O)(=O)Nc3ccc(Cl)cc3)c2)=C(\C)O)cc1	i
COc1ccc(CCNS(=O)(=O)c2ccc3c(c2)CCCC3)cc1OC	i
N#CCC(=O)Nc1ccc(C(=O)OCC(=O)c2ccc3c(c2)NC(=O)CO3)cc1	i
O=C(COC(=O)c1ccc(Cl)nc1)NCc1ccc(F)cc1	i
COc1ccc(NC(=O)COC(=O)CNC(=O)COc2ccccc2)cc1OC	i
Cc1nnc(SC(C)C(=O)Nc2ccc3ccccc3c2)n1C (centres undefined)	i
O=C1[C@@H](Oc2ccccc2)[C@@H](c2ccccc2)N1c1cccnc1	i
O=C(COC(=O)c1ccc[n+]([O-])c1)Nc1cc([N+](=O)[O-])ccc1Cl	i
COc1ccc(NC(=O)/C(Cl)=C(/Cl)S(=O)Cc2ccccc2Cl)cn1 (centres undefined)	-4.6*
O=C(COc1ccc(C(=O)c2ccc(F)cc2)cc1)Nc1cccc(S(=O)(=O)N2CCOCC2)c1	i
CCCn1c(CN2CCN(C(=O)c3ccco3)CC2)nc2cc(S(=O)(=O)N(C)C)ccc21	i

# Screening results: PubChem, Johns Hopkins Ion Channel Center
